Bioassay records as filed in PubChem.
DDE Tn7 FP inh: disrupts Tn7 cyclic peptide binding to fibrin D-Dimer-E complex. P02675. FP displacement of FITC-Tn7 peptide from fibrin DD(E); 0% = median of compound wells per plate. inhibition, % at 8.3 µM. 370,000 compounds, 0.13% hits. AID 720508;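 active means inhibition above the mean of compounds falling within the control limits plus 3 SD of them, cut at about 14% in these data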;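 further: 0% = plate median of compound wells and 100% = 10 µM Aha-Tn7 peptide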
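Assay system: Fibrin-DD(E) protein isolated from polymerized human fibrin clots; read-out basis: percent inhibition; medium: Tris/NaCl/CaCl2 buffer, pH 7.8; signal: FP measurement; incubation: 10 min plus 3 h, room temperature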
UHRF1 binding: blocks human UHRF1 binding to methylated DNA; Q96T88; UHRF1 binding to methylated oligo, TR-FRET; inhibition, % at 4.4 µM; 370,000 compounds, 0.75% hits; AID 687016; in the data active means inhibition above about 21%;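 further: UHRF1 SRA domain binding a hemimethylated CpG hairpin DNA probe; 0% = median of test compound wells and 100% = reference inhibitor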
TCR CD3 inh: inhibitors of human TCR-CD3 interaction; TAMRA-labeled TCR probe fluorescence, biochemical; inhibition, % at 9.4 µM; 360,000 compounds, 0.37% hits; in the data active means inhibition above about 19%;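 further: recombinant mutant TCR 2C K166C tagged with TAMRA read by polarization; 0% = receptor in buffer alone and 100% = receptor with positive control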
ABHD4 inh: ABHD4 (mouse) inhibition, primary FP screen | 370,000 compounds, 0.54% hits | purified mABHD4, FP-Rh probe fluorescence polarization | inhibition, % at 8.92 µM | AID 720543 | Q8VD66;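 active means inhibition exceeding the mean over every tested compound plus 3 SD, cut at about 30% in these data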;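 further: 0% = plate median of compound wells and 100% = S159A mutant with DMSO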
Target sequence (Q8VD66 whole entry, looked up): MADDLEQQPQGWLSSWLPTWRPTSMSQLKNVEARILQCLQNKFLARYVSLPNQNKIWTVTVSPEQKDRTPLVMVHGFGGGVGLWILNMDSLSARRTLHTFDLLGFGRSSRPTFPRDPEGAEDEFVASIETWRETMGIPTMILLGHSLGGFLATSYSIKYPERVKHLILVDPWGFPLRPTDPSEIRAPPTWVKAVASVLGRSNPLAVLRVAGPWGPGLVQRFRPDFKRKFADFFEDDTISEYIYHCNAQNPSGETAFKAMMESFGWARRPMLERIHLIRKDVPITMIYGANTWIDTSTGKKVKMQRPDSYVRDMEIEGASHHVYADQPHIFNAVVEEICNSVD
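System: mouse ABHD4 enzyme, wild type / Medium: HEPES pH 7.0, NaCl, Pluronic buffer / Reagent: FP-Rh activity-based fluorescent probe / Control set: S159A mutant high control, sample median low control / Detection: fluorescence polarization with parallel and perpendicular emission, 525/598 nm / Schedule: 45 min + 60 min at 25 °C / Compound dosing: 8.92 µM, single dose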
TDP2 inh: TDP2 (human) inhibition, absorbance primary screen; O95551; recombinant TDP2, T5PNP hydrolysis, p-nitrophenol absorbance 415 nm; inhibition, % at 12.8 µM; 370,000 compounds, 0.34% hits; AID 720702;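 active means inhibition above the mean of all tested compounds plus 3 SD, set per campaign, cut at about 25% in these data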;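 further: 0% = DMSO with enzyme and 100% = buffer with substrate but no TDP2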
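Evaluation: % inhibition relative to enzyme-containing and enzyme-free wells. Material: recombinant human TDP2. Benchmarks: enzyme-free and DMSO wells. Timing: enzyme reaction with compound for 2 h at 37 °C. Compound dosing: 12.8 µM only. Measured by: p-Nitrophenol epi absorbance. Reagent: T5PNP substrate at 5 mM, a TopII-DNA adduct mimic. Replication: single well per compound.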
SIAE primary: human SIAE inhibition, primary screen | SIAE FP-Rh probe binding, fluorescence polarization | inhibition, % at 9.66 µM | 370,000 compounds, 0.69% hits | AID 1053197;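 active means inhibition above a cutoff: mean of compounds within the control limits plus 3 SD of those, cut at about 17% in these data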;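 further: 0% = plate median of compound wells and 100% = probe without SIAE protein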
PRMT1 inh: inhibitors of human PRMT1; Q99873; recombinant PRMT1, activity-based probe fluorescence polarization; 370,000 compounds, 1.3% hits; inhibition, % at 2.79 µM;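 active means inhibition above about 21% made by adding two undisclosed values, limit read from the data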
Target sequence (Q99873 whole entry, looked up): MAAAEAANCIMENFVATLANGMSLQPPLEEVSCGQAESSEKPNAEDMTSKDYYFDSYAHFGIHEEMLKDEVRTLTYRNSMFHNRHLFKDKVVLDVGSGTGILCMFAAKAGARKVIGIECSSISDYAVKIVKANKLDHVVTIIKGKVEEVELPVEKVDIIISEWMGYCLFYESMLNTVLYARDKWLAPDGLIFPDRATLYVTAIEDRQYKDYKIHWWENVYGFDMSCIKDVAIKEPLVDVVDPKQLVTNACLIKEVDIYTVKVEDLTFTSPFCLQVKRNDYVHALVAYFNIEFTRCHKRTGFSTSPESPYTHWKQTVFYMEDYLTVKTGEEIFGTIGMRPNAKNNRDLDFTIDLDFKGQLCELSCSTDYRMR
LEDGF integ inh: blocks HIV-1 LEDGF/p75-dependent DNA integration; AID 743269; TR-FRET IN-LEDGF/p75 DNA integration, Eu/Cy5; 370,000 compounds, 0.64% hits; inhibition, % at 3.7 µM;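 active means inhibition above the screen-wide mean plus 3 SD, cut at about 13% in these data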;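 further: signal is the Cy5 over europium emission ratio at 671 and 618 nm; 0% = plate median of compound wells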
HTRA1 inhibitor: inhibitors of human serine peptidase HTRA1; recombinant HTRA1, FP-rhodamine activity-based probe, fluorescence polarization; inhibition, % at 5.96 µM; 340,000 compounds, 0.5% hits; in the data active means inhibition above about 36%;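 further: 0% = enzyme with DMSO and 100% = wells lacking enzyme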
PG9 Ab binder: binds the HIV-1 gp120 antibody PG9; TR-FRET gp120-PG9 antibody binding; inhibition, % at 6.7 µM; 360,000 compounds, 0.43% hits; AID 624416; in the data active means inhibition above about 8.5%
An asterisk follows results filed as active; nt = not tested or not shown.

Every second line gives: HTRA1 inhibitor, DDE Tn7 FP inh, SIAE primary, ABHD4 inh, LEDGF integ inh, UHRF1 binding, TDP2 inh, TCR CD3 inh, PG9 Ab binder, PRMT1 inh
O=C1CCCC2=C1C(c1ccc(Cl)cc1)C1C(=O)c3ccccc3C1=N2 (centres undefined)
 : 38*, -7, -3, 29, 7, -7, -3, 5, -1.8, 11
COc1ccc(C(=O)N2CCC(O)(c3ccc(F)cc3)CC2)cc1OC
 : 7, 1, 3, -8, 3, 4, -7, -7, 0.9, 1
COc1ccc(CNC(=O)c2ccc(CS(=O)(=O)Cc3ccccc3F)o2)cc1
 : -11, 4, 0, -8, 0, -1, 9, 3, 0.2, -1
C=CCN1CCN(C(c2ccccc2)c2nnnn2CCC(C)C)CC1 (centres undefined)
 : 7, 5, 1, -1, 56*, 0, 11, 0, -0.6, 1
COCCCn1c(=S)[nH]c2ccc(N3CCOCC3)cc2c1=O
 : 2, 9, 10, 4, 1, -2, 7, 9, 2.2, -1
COc1ccc(C(=O)N/N=C/c2c[nH]c3ccccc23)cc1
 : 0, 3, 0, -3, -4, 0, -9, 1, -3.9, 5
Nc1[nH]c(C(=O)c2ccccc2)c(-c2ccc(Br)cc2)c1C(=O)NC1CC1
 : nt, 8, 6, 2, -3, 2, 0, -9, 1.8, 0
COc1ccccc1OCC(=O)OCC(=O)Nc1sccc1C(N)=O
 : 5, 0, 1, 7, 2, 4, 6, 0, -1.4, 3
NS(=O)(=O)c1ccc(NC(=O)COC(=O)C23CC4CC(CC(C4)C2)C3)cc1
 : -18, -4, 4, -13, -1, 4, 9, -2, -3.1, -2
COc1ccc(CN2C(=O)C(CC(=O)NCCN3CCOCC3)CC(C(=O)N(C(C)C)C(C)C)=C2C)cc1 (centres undefined)
 : 5, -1, -6, -3, 1, 2, -5, 5, -0.6, 0
CNC(=O)CSc1nnnn1-c1ccc(C)cc1C
 : -1, 6, 3, 6, -1, 4, -2, -7, -0.1, 1
CC12CCC(C(=O)NCc3ccc4c(c3)OCO4)(OC1=O)C2(C)C (centres undefined)
 : 1, 5, 0, 1, 0, -2, -3, 2, -0.9, 1
COCOc1ccc(-c2ncc(OC)nc2NC(=O)c2ccsc2)cc1
 : nt, -6, -2, -2, 6, -1, 3, 3, 0.1, -3
NC(=O)CC(NC(=O)OCc1ccccc1)C(=O)O (centres undefined)
 : 3, -4, 3, 5, 0, -1, 4, 1, -1.0, 0
CCCSc1nnc(N2C(=O)C(O)=C(C(=O)c3ccco3)C2c2ccccc2F)s1 (centres undefined)
 : -15, 7, -4, -15, 2, -13, 21, 8, 3.5, 20
CN(CC(=O)Nc1cccc(F)c1)C(=O)CSc1ccccc1F
 : -8, -3, -6, 4, 1, 2, -11, 0, -2.0, -1
COc1cc(-c2cc(C(=O)Nc3nc4ccccc4s3)c3ccccc3n2)cc(OC)c1OC
 : -3, 0, 4, -3, -2, -5, -1, 9, -1.1, -4
CCCn1c(/C=C/c2ccco2)nc2ccccc21
 : 18, -5, 5, 3, 3, 2, -9, -6, -0.9, 7
O=C(COc1ccc(F)cc1)NNC(=O)c1cc2ccccc2oc1=O
 : -5, -1, -1, -5, 3, -1, 5, 3, 1.9, 0
C=CCOc1c(Br)cc(CNc2nccs2)cc1OC
 : -3, 7, -6, 11, -1, 1, 4, 1, -0.2, 2
COc1ccc(C(=O)Nc2c3c(nn2-c2ccc([N+](=O)[O-])cc2)CS(=O)(=O)C3)cc1
 : 2, 0, -3, -4, -1, 3, 3, -8, -1.1, 3
CSc1cccc(CN2CCC(CO)(Cc3cccc(C(F)(F)F)c3)CC2)c1
 : -9, 12, 0, 7, -4, 1, -8, -4, -0.3, 4
Cc1ccc(C(=O)N2CCN(S(=O)(=O)c3sc(C(=O)O)c(C)c3C(=O)O)CC2)s1
 : 3, -4, 2, 4, -2, -2, 5, -6, 0.1, 8
O=C(NC1CCCCC1)C(c1ccc(-c2ccccc2)cc1)n1c(=O)c(-c2ccco2)nc2ccccc21 (centres undefined)
 : nt, -4, -13, -1, 3, -1, -7, -9, -0.5, -1
Cc1nn(CC(=O)Nc2ccc(C(=O)N3CCCC3)cc2)c(=O)c2ccccc12
 : -7, -1, 9, 3, 0, 1, 3, -4, -1.8, -1
Cc1ccc(NC(=O)c2ccccc2SCC(=O)N2CCCC2)cc1S(=O)(=O)N(C)C
 : 1, 5, 1, -2, -4, -3, -6, -2, -1.3, 1
COc1ccc(-c2cc(C(=O)Nc3cccnc3Cl)no2)cc1
 : -4, -5, -1, -2, 3, 1, 0, 2, -1.6, -5
O=C(CNC(=O)c1cccc(F)c1)OCC(=O)N1CCCc2ccccc21
 : -10, -3, -4, -9, 4, 2, -20, -5, -1.1, -3
CCn1c(COc2ccccc2C)nnc1SCC(=O)CC(=O)Nc1ccccc1
 : -19, 2, -8, -1, 0, -1, -4, 8, -0.7, 6
Cc1cc(C)c(C(=O)CSc2nc(C)cc(C)c2C(N)=O)c(C)c1
 : 0, 4, 1, 22, -1, -1, 1, 3, 0.2, 1
COC(=O)[C@]12CCCCC=C1N(Cc1ccc(Cl)cc1Cl)C(=O)[C@H](CC(=O)N1CCOCC1)C2
 : nt, -3, -2, -9, 2, 2, -3, -5, -0.7, 5
CCC(=O)Nc1c(S(=O)(=O)c2ccccc2)c2nc3ccccc3nc2n1Cc1ccccc1
 : -17, -4, -2, -4, 1, -1, 2, -10, 0.9, 0
CCc1ccc(S(=O)(=O)/N=C2\C=C(Nc3ccc(C(=O)O)cc3)C(=O)c3ccccc32)cc1
 : 33, 3, 13, 54*, 29*, 8, 72*, -1, -18, 3
COC(=O)N1C[C@H](OCCCOCc2ccccc2)[C@H]2C[C@@H]1c1ccccc1O2
 : nt, 5, -3, 2, 0, 1, -4, 4, -1.1, -4
CCOc1ccc(-c2nc3n(c(=O)c2C#N)CCS3)cc1
 : -3, 4, 1, -10, 2, -1, 9, 5, -1.6, -1
O=C(O)c1cc(N2C(=O)C3C4C=CC(C4)C3C2=O)ccc1N1CCOCC1 (centres undefined)
 : 2, 7, 2, 0, 0, 10, 2, 2, 1.0, -1
Cn1c(SCCCC(=O)c2ccc(F)cc2)nnc1-c1ccncc1
 : -1, -6, 4, 5, 1, 0, 9, 10, 0.7, -1
COc1ccccc1C(=O)N1CCC2CCNC2C1 (centres undefined)
 : nt, -9, -3, 5, -3, 4, -2, -7, 1.9, 3
Cn1cnc(S(=O)(=O)NCc2ccc(Br)cc2)c1
 : -2, -4, 3, 6, -6, 4, -4, 4, -1.7, 6
COc1ccc(S(=O)(=O)Nc2cc(C)ccc2OC)cc1C
 : -4, 3, -2, -2, -3, -1, 8, 4, -2.0, -1
O=C(CCn1c(=O)oc2ccccc21)NCCC1=CCCCC1
 : -1, 6, 3, -4, 0, 0, -4, 6, -1.1, 0
COC(=O)c1ccc(N=c2sc(C(=O)OC)cc(=O)n2C)cc1
 : 0, -1, -7, -6, 5, 0, -6, -3, 0.8, -6
C[C@H]([C@@H](O)[C@@H](O)[C@@H](C)C(C)(C)C)[C@H]1CC[C@H]2C3CC[C@H]4C[C@H](OS(=O)(=O)O)[C@@H](OS(=O)(=O)O)C[C@]4(C)[C@H]3CC[C@]12C (some centres undefined)
 : nt, -1, -51, -61, 22*, 1, -2, 5, 0.3, 0
O=C1CC(N(CCc2ccccc2)C(=S)Nc2ccccc2)C(=O)N1c1ccc(Br)cc1 (centres undefined)
 : -139, -8, -140, -118, 0, 3, -3, 24*, -0.1, -1
CCC(=O)c1ccc(OCC(=O)OCC(=O)NC2CCCCCC2)cc1
 : -5, -2, 1, 1, -2, 1, 4, 6, -0.5, -2
CC(C(=O)NC1CCCCC1)N1CCN(C)CC1 (centres undefined)
 : 10, 7, -3, 19, -2, 5, 8, -4, -2.2, 6
O=C(N/C(=C\c1ccccc1)C(=O)N1CCOCC1)c1ccco1
 : -2, -6, -1, 2, -3, 1, 12, -6, -1.4, 1
S=C(NC1CCCCC1)NN1CCCCCC1
 : -7, -3, 8, 8, 0, 18, 0, 0, 1.2, 5
CCOC(=O)c1sc2nc(CC(=O)OC)nc(N(C)CCc3ccccn3)c2c1C
 : nt, -6, -3, 3, 3, 0, -4, 6, 0.3, 1
COCCN(C(=O)C1CC1)c1nnc(-c2ccc(C)cc2)s1
 : -3, -5, -5, -4, -1, 2, 11, 0, 1.2, 2
C=CCC(NCc1ccccc1)c1ccc(C)o1 (centres undefined)
 : 2, -4, -2, 2, -1, 0, 12, 6, -0.2, -1
Cc1ccc(C(C)(C)C)c(OCCCn2ccnc2)c1
 : -9, -6, 4, 11, 9, 3, 5, 1, 1.3, 3
COc1ccc(/C=N/NC(=O)Cc2csc(Nc3cccc(C(F)(F)F)c3)n2)cc1C
 : -39, 4, -33, -30, -2, -5, -15, 5, -1.2, 1
Cc1cc(C(F)F)n2ncc(C(=O)NCc3ccccc3C(F)(F)F)c2n1
 : -6, 14*, -4, -10, 0, -1, 3, -4, 0.6, 3
O=[N+]([O-])c1ccc(N2CCCCC2)c(-c2nn[nH]n2)c1
 : -3, -2, 1, 7, -6, 0, -15, -2, 2.2, 2
O=C(CCN1CCCCC1)c1ccc2c(c1)OCCO2
 : -1, -2, 2, 6, -7, 2, 1, -2, 0.1, 24*
